# LGR2 antag: inhibitors of bursicon-induced LGR2 CRE-luciferase signal, primary screen, cell-based, HEK293, CRE-luciferase reporter, bursicon stimulation; inhibition, % at 9.99 µM; Drosophila bursicon receptor LGR2 (rickets); AID 720647, 2013; bursicon-stimulated, 4 h; 0.35% of 380,000 active;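 active = drop in luminescence signal, shown as inhibition above about 50% in the replicate tests, limit read from the data, passing the limit was not always enough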;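 also: agonist challenge used bursicon conditioned medium at about half maximal strength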
# FN deposit inh: inhibitors of fibronectin matrix deposition, primary screen, AH1F cells, Alexa488-fibronectin fluorescence, plate reader; inhibition, % at 12.6 µM; AH1F fibroblasts, overnight; 0.086% of 350,000 active;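 active = mean inhibition across replicates of 30% or more, regardless of how many single replicates reach that level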;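 also: positive control wells lacked labelled fibronectin entirely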
#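 Material: AH1F fibroblast monolayer depositing Alexa488-labelled fibronectin into matrix | Input: 10000 AH1F cells/well | Medium: DMEM plus 2% serum, read in PBS | Reagent: Alexa488-fibronectin, 24 nM final in well | Compound dosing: One dose per compound, pinned | Schedule: 1 h adhesion, overnight exposure | Measured by: Fluorescence at 485 nm excitation, 525 nm emission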
# PAX8 inh HTS: inhibitors of PAX8-driven TPO luciferase reporter, primary screen, RMG-I cells, single concentration; 1.2% of 360,000 active; SteadyGlo, 24 h; inhibition, % at 12.6 µM;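 active = mean replicate inhibition at least 60% with every replicate also reaching 60%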;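 also: luciferase light reporting Pax8 driven TPO promoter activity; plate controls were median of neutral control wells for no effect and mitoxantrone controls for full effect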
# EWS-Fli block: EWS/Fli-driven NR0B1 reporter inhibitors, primary screen, A673 cells, NR0B1 luciferase, luminescence, MLPCN library; viability-normalised; inhibition, % at 12.6 µM; AID 651661, 2012; 0.67% of 350,000 active;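 active = mean inhibition of at least 50% after viability correction, with every replicate also passing that limit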;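 also: firefly luciferase signal divided by Alamar Blue viability fluorescence both relative to DMSO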
# CASP6 VEID inh: human caspase-6 inhibitors, primary screen, biochemical, VEID-R110 fluorescence, single point, set 2. 0.53% of 350,000 active. AID 686996, 2013. purified caspase-6, Z-VEID-R110 cleavage fluorescence. inhibition, % at 12.5 µM;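 active = mean inhibition across replicates at least about 35%, with every replicate also reaching that limit, limit read from the data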;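 also: 0% = median of neutral control wells and 100% = no fluorescence left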
# Target sequence (P55212 24-179 limits assumed): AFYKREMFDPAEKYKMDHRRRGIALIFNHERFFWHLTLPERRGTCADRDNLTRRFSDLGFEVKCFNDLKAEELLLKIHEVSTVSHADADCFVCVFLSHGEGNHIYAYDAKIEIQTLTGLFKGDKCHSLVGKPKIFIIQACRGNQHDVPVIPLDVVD
# Target sequence (P55212 194-293 limits assumed): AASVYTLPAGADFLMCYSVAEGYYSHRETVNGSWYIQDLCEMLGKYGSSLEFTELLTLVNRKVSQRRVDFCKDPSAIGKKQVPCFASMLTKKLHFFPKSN
# Cneo AK release: Cryptococcus neoformans cell lysis inducers, primary screen, AK release luminescence, single concentration; AID 651654, 2012; lysis activity, % at 15 µM; 0.2% of 360,000 active; C. neoformans lysis, adenylate kinase release luminescence, 4 h; normalised: neutral wells 0, clomiphene wells 100;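 active = mean lysis activity across replicates of at least 80%, whatever share of replicates individually reach that level; inactive = mean lysis activity below 80%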
#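 Test system: log-phase Cryptococcus neoformans yeast cells. Input: 5 × 10^6 yeast cells/mL. Medium: fresh YPD growth medium. Doses: single dose. Incubation: static 4 h at 37 °C with compound, 1 h detection. Measured by: luminescent adenylate kinase detection reagent. Read-out: signal increase indicating cell lysis. Benchmarks: Clomiphene.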
# miR122 inh: miR-122 Renilla sensor signal increase in Huh7, primary screen, miR-122 inhibitor project, cell-based, single point, plate reader | Huh7 miR-122 Renilla luciferase sensor, 48 h; neutral wells = 0, positive control = 100 | activation (reporter increase), % at 12.5 µM | 0.3% of 340,000 active | AID 602342, 2012;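 active = mean replicate activation score at least 90 and every replicate individually at or above 90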;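 also: higher luciferase means less miR-122 activity so hits act as miR-122 inhibitors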
# PGC1a acetyl inh: inhibitors of PGC1a acetylation signal, primary screen, cell-based, U2OS, AlphaScreen, inhibitor mode. AlphaScreen anti-acetyl-lysine; with virally co-expressed GCN5 acetyltransferase. AID 651687, 2012. inhibition, % at 15.6 µM. 0.17% of 350,000 active;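 active = every replicate shows inhibition of at least 40%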;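 also: 0% = neutral control wells and 100% = positive control wells; some results beyond the cut were filed as inactive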
# An asterisk follows results filed as active; . = not tested or not shown; & = joins results of further samples; [ ] = remark or other dose.
SMILES,LGR2 antag,FN deposit inh,PAX8 inh HTS,EWS-Fli block,CASP6 VEID inh,Cneo AK release,miR122 inh,PGC1a acetyl inh
C[C@@H]1CN([C@H](C)CO)C(=O)c2cccc(NC(=O)Nc3ccc(C(F)(F)F)cc3)c2O[C@H]1CN(C)S(=O)(=O)c1cccs1,9,-7,4,17&11,-1&-1,-11&3,-2[16.7 µM],2&1
Cc1noc(C)c1S(=O)(=O)Nc1ccc2c(c1)C(=O)N([C@@H](C)CO)C[C@H](C)[C@H](CN(C)C(=O)NC1CCCCC1)O2,7,5,.,-5,1,-8,-8[16.7 µM],-2
O=c1oc(C2(O)CCCCC2)cc2ccccc12,11,-1,-11,-4,2,1,3,7
CCCNC(=O)C[C@@H]1C[C@@H]2c3cc(NS(=O)(=O)c4ccc(OC)cc4)ccc3O[C@@H]2[C@@H](CO)O1,0,4&-5,-14,1,-2,2,-5,1
N#C[C@@H]1[C@@H](c2ccc(C#CC3CC3)cc2)[C@@H](CO)N1C(=O)Cc1ccccn1,-3,11,9,-1,-1,4,.,1
CNc1cncc(-c2ccc(F)cc2F)n1,-10,-5,-114,-30,17,0,-2,.
CN1CCc2c(OCC(=O)N3CCCc4ccccc43)cccc2C1=O,-15,5,-6,9,0,.,.,-2
Cc1c(N2C(=O)CSC2c2ccc([N+](=O)[O-])cc2)c(=O)n(-c2ccccc2)n1C (stereo unspecified),-2,0,-3,4,2,3,-4,3
Cc1cccc(C(=O)N2CCNC(=O)C2CC(=O)Nc2cccc(Cl)c2)c1 (stereo unspecified),-8,6,-2,-45,0,2,3,-4
C[C@H]1CN([C@@H](C)CO)C(=O)c2cccc(NC(=O)C3CCCCC3)c2O[C@H]1CN(C)C(=O)Nc1ccccc1,-4,.,-14,0,0,-2,18[16.7 µM],7
C[C@H]1CN([C@@H](C)CO)C(=O)c2cc(NC(=O)C3CC3)ccc2O[C@H]1CN(C)Cc1ccc(C(F)(F)F)cc1,1,.,-13,-11,1,-4,0[16.7 µM],5
CCc1c(C)sc(NC(=O)OC)c1C(=O)N1CCOCC1,-2,-10,.,.,.,0,6,-4
CCOC(=O)CSc1nc(C)c(Oc2ccc(Cl)cc2Cl)c(=O)[nH]1,-7,-2,-5,2,7,0,-5,4
Cc1ccccc1NC(=S)NC1CCN(Cc2ccccc2)CC1,9,6,7,.,.,.,12,.
OC[C@@H]1[C@@H](c2ccc(-c3ccc(F)cc3)cc2)[C@@H]2CN(Cc3cccnc3)CCCCN12,-2,.,5,8,0,0,9[16.7 µM],0
O=C(Nc1cc(Cl)ccc1Oc1ccccc1)c1ccc(F)cc1,-9,2,0,.,.,-2,7,.
CCOc1cc(N2CCOCC2)c(OCC)cc1NS(=O)(=O)c1cc(NC(C)=O)ccc1OC,-14,-8,-11,-4,37*,-3,-2,15
CC(=O)N[C@H]1CC[C@H](CC(=O)NCc2ccc(Cl)cc2)O[C@@H]1CO,-36,.,-1,8,0,-2,.,-1
O=C(Nc1ccc(Br)c(Cl)c1)C1CC1,.,-11,-33,.,.,1,1,4
CCN1C(=NCCN2CCOCC2)N[C@@H](c2ccccc2)C(C(=O)OC)=C1C,4,8,-11,-1,.,0,-4,4
O=C(N[C@@H]1CC[C@H](CC(=O)N2CCN(c3ccccc3)CC2)O[C@H]1CO)c1ccncc1,10,18,-1,2,-1,-1,.,5
CCCNC(=O)C[C@@H]1CC[C@H]2[C@@H](COc3ccc(NC(=O)Nc4cccc(C)c4)cc3C(=O)N2C)O1,-21,-24,-4,-17,0,0,2[16.7 µM],-3
C[C@H](CO)N1C[C@H](C)[C@H](CN(C)C(=O)Cc2ccccn2)Oc2ncc(C#C[C@@H](C)O)cc2C1=O,15,-8,.,-5,-3,2,10[16.7 µM],20
O=C(Cn1c(=S)[nH]c2ccccc2c1=O)NCCc1ccccc1,17,19,29,9,1,.,.,9
COc1cccc(CNC(=O)C2CCN(C(=O)N3CC(C)Oc4ccccc43)CC2)c1 (stereo unspecified),7,-5,-2,-3,-3,0,5,-2
CCCC#Cc1ccc2c(c1)O[C@H](CN(C)C(=O)c1cnccn1)[C@H](C)CN([C@H](C)CO)S2(=O)=O,-26,-9,.,7,-1,0,-5[16.7 µM],-7
O=c1c(Cc2ccc(F)cc2)c(O)ccn1CCc1ccccn1,9,-5,-15,-10,-1,.,-1,-3
O=[N+]([O-])c1ccc(O)c(/C=N/NC2=NS(=O)(=O)c3ccccc32)c1,20,0,6,-2,-2,.,.,.
CCCCN1C(=O)C(CC(=O)NC2CCCCC2)CC(C(=O)N2CCOCC2)=C1C (stereo unspecified),9,-14,0,0,1,0,1,8
CCCc1nc(NCCCOCC)c2nnn(Cc3ccccc3)c2n1,-2,0,-18,4,-2,1,-4,-19
CCCCc1ccc(S(=O)(=O)Nc2nnc(C)s2)cc1,0,6,-6,8,1,4,-3,11
CO[C@@H]1CN(C)C(=O)c2cc(NC(=O)c3ccccc3)ccc2OC[C@H](C)N(C(=O)C2CC2)C[C@H]1C,-19,1,.,-1,-1,0,2[16.7 µM],12
Cc1cc2cccc(C)c2nc1SCC(=O)NCC1CCCO1 (stereo unspecified),11,9,6,-3,-1,4,1,.
C/C=C/c1cnc2c(c1)C(=O)N([C@@H](C)CO)C[C@H](C)[C@H](CN(C)C(=O)CN1CCOCC1)O2,13,4,.,-6,-1,-3,-1[16.7 µM],-3
Cc1c(NC(=O)COC(=O)c2ccc(O)cc2)c(=O)n(-c2ccccc2)n1C,4,1,-2,-4,-2,-1,-8,-4
O=C(c1ccccc1-n1cccc1)N1N=C(C(F)F)CC1(O)C(F)F (stereo unspecified),.,-5,1,11,1,.,.,-15
O=[N+]([O-])c1ccc(CS(=O)Cc2ccccc2)cc1 (stereo unspecified),2,0,.,0,-2,.,.,.
Cc1cc(/C(N)=N/OC(=O)c2ccc(Cl)cc2)no1,-7,-10,-186,-88,3,-13,4,-15
Cc1ccc(NC(=O)CC[C@H]2O[C@@H](n3cnc4c(NC(=O)c5ccccc5)ncnc43)[C@H](O)[C@@H]2O)cc1C,-17,-1,1,0,-2,-2,7,8
Cc1ccccc1-c1ccc2c(c1)O[C@H](CN(C)C(=O)Nc1ccccc1)[C@@H](C)CN([C@@H](C)CO)S2(=O)=O,21,.,24,17,1,2,8[16.7 µM],4
COc1cc(OC)cc(C(=O)Nc2ccc(CN3CCCCC3)cc2)c1,.,15,-16,-34,0,1,-3,.
Cc1cccc(OCC(=O)NCc2nc(-c3ccccc3)no2)c1,-4,11,-4,.,1,-1,0,.
CC(=O)C(Cc1ccccc1)NC(=O)COc1ccc2c(c1)OCO2 (stereo unspecified),4,4,.,-6,-1,.,-7,9
Cc1c(C(=O)Nc2ccc(F)cc2)sc2ncn(CC(=O)N3CCCCC3)c(=O)c12,2,-12,19,10,.,-1,15,5
C=CCSc1nc2ccccc2c(=O)[nH]1,0,7,5,-1,-4,2,1,-4
O=[N+]([O-])c1cccc(-c2nc(-c3ccccc3)c(-c3cccs3)[nH]2)c1,2,.,.,.,.,4,2,-13
CC(=O)Nc1ccc(S(=O)(=O)Nc2ccc(=O)n(Cc3ccc(Cl)c(Cl)c3)c2)cc1,8,4,19,6,5,-1,-1,.
CCOC(=O)C1(C)CCN1C(=O)c1cccs1 (stereo unspecified),8,-2,3,-6,1,-1,-3,4
COc1ccc(/C=N/NC(=O)Cn2cc(C(F)(F)F)ccc2=O)cc1,-23,-4,6,5,-4,.,-1,2
COc1ccccc1CCC(=O)OCC(=O)c1c(N)n(CC(C)C)c(=O)n(C)c1=O,-24,-6,12,6,-92,-4,-8,5
COc1ccccc1NC(=O)/C(=C\c1cccs1)NC(=O)c1ccco1,0,-8,17,-1,1,0,27,-6
Cc1noc(C)c1S(=O)(=O)Nc1ccc2c(c1)C(=O)N([C@H](C)CO)C[C@H](C)[C@H](CN(C)S(C)(=O)=O)O2,-7,.,.,-4,-3,38,-1[16.7 µM],6
C/C(N)=C(/C#N)C(=O)COC(=O)c1cc(-c2ccc(Br)cc2)nc2ccccc12,10&-13,0&3,8&9,-6&-13,-2&-3,.,.,.
Cc1cc(C)c(C)c(S(=O)(=O)N2CCC(C(=O)NNC(=O)c3ccccc3O)CC2)c1C,-5,10,44,5,10,1,0,.
COc1ccc(F)cc1-c1cc(NC(C)=O)c2ncc(-c3cccc(C(F)(F)F)c3)n2c1,-1,15,14,23,-1,1,7,-11
O=C(Nn1cnc2ccccc2c1=O)c1ccc(Br)cc1,1,-4,-41,-8,0,0,3,5
Cc1cccc(NC(=O)CSc2nnc(CNC(=O)c3ccc(S(=O)(=O)N(C)C)cc3)n2-c2ccccc2)c1,10,.,11,.,.,-2,-2,6
COc1cc(CNc2ccc3[nH]c(=O)[nH]c3c2)ccc1OCc1ccc(Cl)cc1,-31,-7,-80,-80,0,-4,.,.
CCCCCCC(=O)c1c(C)[nH]c(C(=O)OCC)c1C,.,8,.,.,.,1,3,3
CCc1ccccc1NC(=O)C1CCCN1S(=O)(=O)c1ccc2c(c1)n(C)c(=O)c(=O)n2C (stereo unspecified),-8,10,-14,-2,0,-1,.,8

# More structures follow.
SMILES,LGR2 antag,FN deposit inh,PAX8 inh HTS,EWS-Fli block,CASP6 VEID inh,Cneo AK release,miR122 inh,PGC1a acetyl inh
CC1CCCCN1Cc1c(O)ccc2c(=O)c(-c3nc4ccccc4s3)c(N)oc12 (stereo unspecified),-9,4,-16,6,-5,.,.,.
CCCNC(=S)N1CCC(C(=O)c2ccc(F)cc2)CC1,-3,9,2,5,-2,0,28,-22
CCCCCNC(=O)C(C1CC1)n1c(=O)c(-c2ccco2)nc2ccccc21 (stereo unspecified),-2,-9,27,-14,14,.,.,.
N#CCC(CNc1ncc(C(F)(F)F)cc1Cl)OC(=O)c1c(F)cccc1F (stereo unspecified),.,-1,.,.,.,-4,5,-2
NC(=O)CC(NC(=O)Cc1ccc(Cl)cc1)c1ccc(NCC2CC2)c([N+](=O)[O-])c1 (stereo unspecified),-3,13,16,8,1,6,16,.

# Entries of single compounds, quoted from the list. Screens in order: LGR2 antag | FN deposit inh | PAX8 inh HTS | EWS-Fli block | CASP6 VEID inh | Cneo AK release | miR122 inh | PGC1a acetyl inh
# CCCCN1C(=O)C(CC(=O)NC2CCCCC2)CC(C(=O)N2CCOCC2)=C1C (stereo unspecified) in the list: 9 | -14 | 0 | 0 | 1 | 0 | 1 | 8
# COc1cc(CNc2ccc3[nH]c(=O)[nH]c3c2)ccc1OCc1ccc(Cl)cc1 in the list: -31 | -7 | -80 | -80 | 0 | -4 | . | .
# Cc1c(NC(=O)COC(=O)c2ccc(O)cc2)c(=O)n(-c2ccccc2)n1C in the list: 4 | 1 | -2 | -4 | -2 | -1 | -8 | -4
# Cc1cc(C)c(C)c(S(=O)(=O)N2CCC(C(=O)NNC(=O)c3ccccc3O)CC2)c1C in the list: -5 | 10 | 44 | 5 | 10 | 1 | 0 | .
# COc1cc(OC)cc(C(=O)Nc2ccc(CN3CCCCC3)cc2)c1 in the list: . | 15 | -16 | -34 | 0 | 1 | -3 | .

# Source: PubChem (Broad Institute)
